# MPTP inh: blocks calcium-induced mitochondrial swelling. isolated mouse mitochondria, Ca2+ swelling absorbance, 30 min. inhibition, % at 10 µM. hit rate 1.4% among 360,000. AID 602449;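 active means inhibition of 50% or more, scaled per plate between neutral and stimulator controls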;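 further: 0% = DMSO wells given calcium and 100% = 1 mM EGTA wells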
# hIAP act: human IAP activation; P09923; purified human IAP, CDP-Star luminescence, 30 min; stronger effect = higher value; 1 = vehicle-only enzyme, 0 = enzyme-free background; activation factor at 10 µM; hit rate 0.16% among 330,000; AID 2524;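 active means activation factor of the enzyme at least 2-fold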; further: the source names both 10 and 20 µM as test concentration; values of inactives mirror those of a sister screen read the other way
# Target sequence (P09923 whole entry, looked up): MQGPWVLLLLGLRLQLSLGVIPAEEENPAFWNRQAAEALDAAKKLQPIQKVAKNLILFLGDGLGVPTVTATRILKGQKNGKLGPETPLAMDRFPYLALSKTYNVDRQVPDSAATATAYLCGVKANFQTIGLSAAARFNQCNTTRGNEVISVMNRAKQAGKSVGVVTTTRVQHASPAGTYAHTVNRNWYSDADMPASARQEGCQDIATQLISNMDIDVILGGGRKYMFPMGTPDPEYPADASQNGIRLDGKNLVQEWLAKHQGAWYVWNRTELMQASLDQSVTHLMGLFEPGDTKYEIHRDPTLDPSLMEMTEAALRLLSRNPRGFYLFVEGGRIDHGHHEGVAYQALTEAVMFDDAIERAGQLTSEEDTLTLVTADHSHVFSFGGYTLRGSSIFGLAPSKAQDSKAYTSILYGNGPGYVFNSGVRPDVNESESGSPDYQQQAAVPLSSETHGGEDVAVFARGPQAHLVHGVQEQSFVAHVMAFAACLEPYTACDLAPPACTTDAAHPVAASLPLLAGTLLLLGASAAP
# SENP8 block: inhibitors of human SENP8 protease | Q96LD8 | recombinant SENP8, Nedd8 substrate fluorescence | inhibition, % at 20 µM | hit rate 0.64% among 360,000; in the data active means inhibition mostly above about 40%, no sharp cut-off; inactive means mostly below about 27%
# SENP1 inh: inhibitors of human SENP1 SUMO protease catalytic domain; recombinant SENP1 catalytic domain, CyPet-SUMO1-YPet FRET cleavage; inhibition, % at 10 µM; hit rate 0.21% among 360,000; AID 624204;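 active means inhibition at least 30% at 10 µM, raw YFP signal under a set limit, fluorescence ratio 0.5 to 1.5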;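 further: 0% = enzyme with DMSO and 100% = no enzyme wells; some results filed as inactive read as strong as hits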
#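 material = recombinant human SENP1 catalytic domain, His6-tagged | quantity = 20 pM enzyme | reagent = 25 nM SUMO1 FRET substrate | compound dosing = 10 µM single point, 0.5% DMSO | timing = 50 min enzyme reaction, room temperature, light-protected | detection = FRET, CFP and YFP emission | control set = no-enzyme low, enzyme-DMSO high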
# NR3A LBD binder: modulators (binders) of human NR3A ligand-binding domain; NR3A LBD differential scanning fluorimetry, Tm shift; 0% = protein alone, 100% = glycine-bound protein; Tm shift relative to glycine control, % at 25 µM; hit rate 2.5% among 340,000;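 active means melting temperature shift of at least 10% of the positive control shift, at one fixed dose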
# SENP6 block: blocks the human protease SENP6; Q9GZR1; hit rate 1.8% among 330,000; Recombinant SENP6 catalytic domain, aminoluciferin luminescence; AID 2599; inhibition, % at 10 µM;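 active means inhibition above about 50% at the single tested dose, limit read from the data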;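 further: plate controls were DMSO wells with enzyme for no effect and DMSO wells lacking enzyme for full effect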
# Target sequence (Q9GZR1 628-1112 limits assumed): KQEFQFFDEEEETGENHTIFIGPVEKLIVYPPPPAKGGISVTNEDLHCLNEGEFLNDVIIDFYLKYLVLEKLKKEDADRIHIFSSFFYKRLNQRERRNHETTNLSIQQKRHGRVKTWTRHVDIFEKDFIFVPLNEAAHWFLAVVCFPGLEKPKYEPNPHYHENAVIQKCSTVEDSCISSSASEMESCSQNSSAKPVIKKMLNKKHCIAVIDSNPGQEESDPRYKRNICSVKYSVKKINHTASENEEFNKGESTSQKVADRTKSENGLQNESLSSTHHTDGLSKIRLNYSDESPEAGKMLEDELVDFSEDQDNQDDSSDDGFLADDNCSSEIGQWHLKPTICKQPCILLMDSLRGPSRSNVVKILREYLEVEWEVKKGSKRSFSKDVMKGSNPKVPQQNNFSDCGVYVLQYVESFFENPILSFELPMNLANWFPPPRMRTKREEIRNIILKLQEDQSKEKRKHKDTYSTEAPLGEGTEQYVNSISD
# PfG6PD inh: PfG6PD (Plasmodium falciparum) enzyme inhibition | PfGluPho enzyme, NADPH resazurin-diaphorase fluorescence | inhibition, % at 20 µM | hit rate 0.78% among 350,000 | AID 504690;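 active means inhibition reaching at least a set limit at 20 µM in the primary screen, cut at about 59% in these data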;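 further: 0% = DMSO wells with substrate and 100% = DMSO wells lacking glucose-6-phosphate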
# ATG4B inh: blocks human ATG4B protease cleavage of LC3 substrate; inhibition, % at 8.33 µM; ATG4B cleavage of LC3-PLA2, NBD-HPC fluorescence, 1 h; hit rate 0.51% among 340,000; Q9Y4P1; in the data active means inhibition above about 40%
# * = called active by the depositor; i = inactive; nt = no result given. An excerpt; the hit share may differ from the screen's.
# The line under a structure holds: MPTP inh	hIAP act	SENP8 block	SENP1 inh	NR3A LBD binder	SENP6 block	PfG6PD inh	ATG4B inh
- O=C(N/N=C/c1c(O)n(CCc2ccccc2)c(=O)[nH]c1=O)c1ccccc1
    -5.6	1.08	-164.4	-19.5	-7.1	-3.8	-14.6	-8.7
- COc1ccccc1OCC#CCN1CCCC(C)C1 (configuration not stated)
    -0.7	0.931	-2.2	1.6	0.2	-34.7	4.4	-6.5
- Cc1ccc(C(=O)COC(=O)Cc2ccccc2)cc1
    1.4	0.964	10.4	3.6	4.6	38.9	2.1	4.6
- CC(C)N1C(=O)/C(=C/C=C/c2ccco2)C(=O)N(Cc2ccco2)C1=O
    1.3	0.972	-0.1	-16.2	-3.2	-8.8	25.6	23.5
- COc1ccc(O)c2c(=O)c3c(OC)cc4c(c3oc12)C1C=COC1O4 (configuration not stated)
    -2.0	0.806	15.7	2.4	-0.5	-6.9	-0.3	-5.0
- C=CCn1c(O)c(C(CC)=Nc2ccc(N(CC)CC)cc2)c(=O)[nH]c1=O
    74.6*	0.942	17.1	-0.4	-2.1	3.2	-4.4	3.2
- OCCNc1c2c(nc3ccccc13)CCCC2
    0.7	0.925	28.8	1.9	11.7*	0.0	-14.8	5.5
- CCOP(=O)(Cc1cc(C(=O)CC)c(C)o1)OCC
    2.3	1.13	-6.2	-6.3	4.5	-39.7	-3.0	3.9
- CN1C2CCC1C(COC(=O)c1ccccc1)C(O)C2 (configuration not stated)
    -0.2	0.972	28.7	0.6	0.6	-13.8	-1.8	8.1
- O=C1C2CCN(CC2)C1Cc1ccc(OCCOc2ccccc2)cc1 (configuration not stated)
    -1.4	1.03	15.5	0.6	-3.5	-8.0	-5.5	3.1

# Some entries already given, limited to SENP6 block and NR3A LBD binder:
SMILES	SENP6 block	NR3A LBD binder
COc1ccccc1OCC#CCN1CCCC(C)C1 (configuration not stated)	-34.7	0.2
Cc1ccc(C(=O)COC(=O)Cc2ccccc2)cc1	38.9	4.6
CC(C)N1C(=O)/C(=C/C=C/c2ccco2)C(=O)N(Cc2ccco2)C1=O	-8.8	-3.2
COc1ccc(O)c2c(=O)c3c(OC)cc4c(c3oc12)C1C=COC1O4 (configuration not stated)	-6.9	-0.5

# The list goes on.
# The line under a structure holds: MPTP inh	hIAP act	SENP8 block	SENP1 inh	NR3A LBD binder	SENP6 block	PfG6PD inh	ATG4B inh
- C=CCCC1(C(C)C)C(=O)NC(=S)NC1=O
    0.7	nt	9.0	-0.6	1.4	nt	13.6	5.3
- CN1C(CC(O)c2ccccc2)CCCC1CC(O)c1ccccc1 (configuration not stated)
    -0.7	0.94	-4.3	-0.1	-3.5	3.6	6.2	0.0
- COc1ccc(-n2c(O)c(/C(C)=N/N3CCCCCC3)c(=O)[nH]c2=O)cc1
    1.7	1.02	8.6	2.8	0.0	-15.9	0.7	1.2
- CN1CC(C(=O)c2cccc(C(F)(F)F)c2)C(c2ccc(Cl)cc2)C1 (configuration not stated)
    -0.2	0.942	19.0	0.2	-4.5	-16.4	14.6	-6.9
- C=CCn1c(O)c(C(CC)=Nc2cccc(C(=O)O)c2)c(=O)[nH]c1=O
    -1.3	0.986	-35.8	-2.3	-0.9	10.8	-11.0	12.1
- COc1ccc(Oc2c(C)oc3cc(OC(=O)N(C)C)ccc3c2=O)cc1
    -0.2	1.02	23.1	0.6	-1.1	-7.0	-0.2	-2.8
- CC/C(=N\Nc1ccccc1)c1c(O)n(-c2ccc(OC)cc2)c(=O)[nH]c1=O
    2.7	1.03	10.0	1.6	0.2	-4.3	4.7	-8.5
- Cc1cc(C(=O)OCC(=O)Nc2cccc(F)c2)c(C)n1C1CC1
    -1.0	1.02	-9.5	-1.7	-1.0	-6.3	18.6	-40.2
- CN1CCc2c(C#N)c(Cl)nc(Cl)c2C1
    0.3	1.01	-378.1	-16.9	1.5	11.5	-21.7	2.5
- COCCNC(=O)c1c(N)n(CCC(C)C)c2nc3ccccc3nc12
    -1.7	0.954	-287.2	-22.6	-6.8	86.2*	37.3	-8.8
- Cc1c2ccncc2c(C)c2c1[nH]c1ccccc12
    3.4	1.27	-383.2	-29.2	-10.6	-16.0	26.3	-8.2
- c1coc(CNCCc2c[nH]c3ccccc23)c1
    0.7	0.95	7.8	-2.4	-0.8	-6.3	-6.4	-0.4
- COc1cc(C)c(CN2CCN(c3ccccc3)CC2)cc1C
    -1.0	1.02	1.1	1.0	-6.8	12.1	7.6	-7.5
- O=c1[nH]c(O)c(C=Nc2ccccc2Oc2ccccc2)c(=O)[nH]1
    -0.2	1.2	i	1.6	0.2	-6.4	-8.1	3.2
- CN1C(=O)N(C)C(=O)C2(Sc3ccccc3C2=O)C1=O
    9.3	1.07	13.0	0.1	0.2	-16.4	3.4	2.8
- CC(C)(C)NCC(O)c1cc(Cl)c(N)c(Cl)c1 (configuration not stated)
    -2.1	0.911	4.0	0.7	3.8	-15.9	-12.3	-2.4
- N#CCCCCC#N
    -0.1	0.849	30.0	3.4	0.8	-1.3	-11.3	6.2
- C[C@@H]1CC2(CCCC[N+]2(C)C)C[C@H]1C
    -0.2	0.968	4.4	2.1	0.8	-11.1	3.9	-3.4
- COc1ccccc1-n1c(O)c(/C=C2\C=Nc3ccccc32)c(=O)[nH]c1=O
    0.5	1.21	8.3	13.1	-1.6	-10.5	20.6	2.5
- COc1ccc(C(=O)OC2C[C@H]3CC[C@H](C2)N3C)cc1OC (some centres not stated)
    -1.3	0.797	5.3	4.3	-1.7	-19.8	-9.9	-0.5
- COC1=CC=C2[C@H]3Cc4ccc(OC)c5c4[C@@]2(CCN3C)[C@H]1O5
    0.3	0.886	20.0	0.4	-1.6	12.5	1.7	-8.5
- Cc1ccc(Cn2nnnc2CN2CCC(n3nnc4ccccc43)CC2)cc1
    0.5	0.914	7.6	-1.1	-0.8	3.1	-4.6	-3.8
- Nc1ccncc1Cl
    -0.7	1.08	11.4	0.2	0.2	-0.8	-0.5	-1.6
- CC1=C2[C@H]3OC(=O)[C@@H](C)[C@@H]3CC[C@@]2(C)C=CC1=O
    -1.4	0.914	28.5	1.9	-0.5	-0.4	-10.1	-3.7
- CCN1CCN(c2ccc(N)c(C)c2)CC1
    0.0	1.02	20.6	1.1	0.5	33.3	10.9	5.7
- COC(=O)C1=C(c2ccc(F)cc2F)C[C@@H]2CC[C@H]1N2C(=O)NCc1ccc2c(c1)OCO2
    -0.6	1.01	26.9	2.8	-1.8	10.9	1.7	-11.1
- CC12CN3CC(C)(CN(C1)C3c1cccs1)C2O (configuration not stated)
    -1.6	1.12	8.3	4.3	0.3	-6.7	-4.5	-7.7
- COc1ccccc1CN1CCN(C(=O)COc2ccc3ccccc3c2)CC1
    2.2	1.07	14.1	-23.9	-1.4	-2.1	3.3	-7.3
- N=C1c2ccccc2CN1NC(=O)c1ccccc1
    -0.5	0.836	11.9	4.9	-5.8	-12.3	-16.7	-2.3
- CCn1ccnc1CN1CCCC(C(=O)c2ccc(OC)cc2OC)C1 (configuration not stated)
    -0.7	1.09	1.2	-0.2	1.3	-3.8	-3.8	2.9
- Cc1cccc(-n2c(/C=C/c3ccccn3)nc3ccccc3c2=O)c1
    2.9	0.879	-25.0	1.8	-1.4	-26.1	10.7	-0.3
- O=C1N[C@@H](Cc2ccccc2)C(=O)N2[C@H]1C[C@H]1c3ccccc3N(OOSc3ccccc3)[C@H]12
    0.0	1.02	-1.7	5.0	0.3	-1.1	23.3	-8.1
- O=c1[nH]c(=O)n(-c2ccc(Br)cc2)c(O)c1C=NC(CO)(CO)CO
    1.4	0.504	4.9	-6.5	1.3	-9.0	-11.3	0.1
- COc1cc(/C=C/c2nc3ccccc3c(=O)n2-c2cccc(O)c2)ccc1O
    3.3	0.768	-417.6	-51.5	-3.6	-4.8	24.7	-3.5
- CCc1nc2ccc(Br)cc2c(=O)n1-c1ccccc1C(F)(F)F
    2.4	1.06	24.2	1.7	-0.9	-6.2	8.0	-6.9
- O=C1NC(=O)C(=Cc2ccc(OCC(=O)N3CCOCC3)cc2)C(=O)N1
    -3.0	0.998	16.0	-2.1	-0.6	-8.1	-15.3	1.4
- CN1C(=O)c2ccccc2Sc2ccc(C(=O)N3CCC4(CC3)OCCO4)cc21
    0.3	0.991	9.8	-0.7	-2.3	-10.2	-1.5	-8.5
- Cc1ccccc1OCCN=Cc1c(O)n(C)c(=O)n(C)c1=O
    14.3	0.753	17.8	2.1	-1.6	-2.2	-10.8	-5.3
- Cc1cccc(-n2c(-c3cccs3)nc3ccccc3c2=O)c1
    0.6	0.857	-5.8	1.1	4.9	9.6	14.5	49.2*
- COc1cc(CN2CC3CC(C2)c2cccc(=O)n2C3)cc(OC)c1OC (configuration not stated)
    -0.6	1.21	-1.0	2.2	3.7	8.3	0.2	-6.4

# Following part.
Structure,MPTP inh,hIAP act,SENP8 block,SENP1 inh,NR3A LBD binder,SENP6 block,PfG6PD inh,ATG4B inh
COc1ccc2ccccc2c1CNCCc1ccccc1,0.9,1.11,11.6,1.1,1.6,-24.7,-5.2,2.7
CN1CCC2(O)OCCCC2C1 (configuration not stated),-0.2,1.03,11.7,0.4,-0.8,16.7,-13.3,2.3
N#Cc1ccccc1Cn1cc(C(=O)c2cccs2)c2ccccc21,-1.2,0.928,-11.4,-2.7,-7.0,-5.1,7.1,-7.6
Cc1cc(=O)oc2cc(OCC(=O)N3C[C@H]4C[C@@H](C3)c3cccc(=O)n3C4)c(Cl)cc12,-0.6,0.942,-21.3,1.6,-0.5,-0.4,-21.0,-0.4
CC(Cc1ccccc1)NC(=O)c1ccc(N)cc1 (configuration not stated),-2.1,1.04,16.2,3.2,0.5,-20.3,7.6,-0.4
COc1ccc(C(=O)C2(C)N(O)C(C)C(c3cccs3)=[N+]2[O-])cc1 (configuration not stated),0.2,1.13,6.1,1.7,-7.9,-0.2,-2.4,-0.1
CC(C)OC(=O)C1C(=O)NC2(C)CC1c1ccccc1O2 (configuration not stated),-0.8,0.99,3.0,-3.0,-3.6,-0.1,-9.3,9.7
Cc1nc(Cl)sc1C(=O)Nc1ccc2ccccc2c1,0.5,1.16,9.3,-0.2,6.5,54.9*,-2.3,-1.3
Cc1cccc(-n2c(O)c(C=Nc3ccc(S(N)(=O)=O)cc3)c(=O)[nH]c2=O)c1,-0.5,1.14,-3.3,2.0,-1.6,-9.9,-7.5,-3.8
Cc1cc(OCC(=O)NCc2ccncc2)c2c3c(c(=O)oc2c1)CCCC3,-1.0,1.16,-168.5,0.8,0.1,0.2,3.0,-4.8
C=CCOC(=O)N1Cc2ccccc2-n2nncc2C1,-0.4,nt,22.0,-0.3,nt,nt,6.3,nt
CSc1ccc(C(=O)C2CCCN(Cc3ccn[nH]3)C2)cc1 (configuration not stated),1.7,1.12,21.3,2.9,-0.9,29.4,2.8,0.0
C[C@H](NC(=O)CCC(=O)N1C[C@H]2C[C@H](C1)c1cccc(=O)n1C2)c1ccccc1,-1.7,0.942,17.8,1.6,0.2,-7.7,1.3,-14.6

# Bioassay records as filed in PubChem BioAssay.
